CXCR6 block: CXCR6 receptor inhibitors, primary screen, cell-based, beta-arrestin, luminescence, CHO-K1 PathHunter, 1536-well | C-X-C chemokine receptor type 6 (Homo sapiens), O00574 | inhibition, % at 20 µM | 360,000 compounds, 0.36% hits | AID 602244, 2012; in the data active means inhibition above about 34%, passing the limit was not always enough;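 further: antagonist mode with CXCL16 agonist at 10 nM final; 0% = 10 nM CXCL16 with DMSO and 100% = unstimulated wells without agonist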
Target sequence (O00574 whole entry, looked up): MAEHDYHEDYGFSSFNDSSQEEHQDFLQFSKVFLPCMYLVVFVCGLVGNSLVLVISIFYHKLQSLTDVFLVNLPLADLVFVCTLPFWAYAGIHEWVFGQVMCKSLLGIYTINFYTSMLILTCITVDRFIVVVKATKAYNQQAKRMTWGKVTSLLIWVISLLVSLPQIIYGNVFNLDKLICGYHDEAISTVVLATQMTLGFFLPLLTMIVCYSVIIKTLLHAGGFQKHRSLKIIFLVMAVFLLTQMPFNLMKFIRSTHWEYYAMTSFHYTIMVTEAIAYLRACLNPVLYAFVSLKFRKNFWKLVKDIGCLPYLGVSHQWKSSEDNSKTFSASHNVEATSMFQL
EBI2 antag: EBI2 receptor antagonists, beta-arrestin recruitment, primary screen, cell-based, luminescence, 7a,25-OHC stimulation, uHTS | G-protein coupled receptor 183 (Homo sapiens), P32249 | 7a,25-OHC stimulated | inhibition, % at 5 µM | 360,000 compounds, 0.81% hits | AID 651636, 2012; in the data active means inhibition above about 38%;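 further: enzyme fragment complementation signal reports receptor beta-arrestin coupling in cells; 0% = agonist plus DMSO wells and 100% = wells without agonist; some results beyond the cut were filed as inactive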
Target sequence (P32249 whole entry, looked up, the tested form may be a part): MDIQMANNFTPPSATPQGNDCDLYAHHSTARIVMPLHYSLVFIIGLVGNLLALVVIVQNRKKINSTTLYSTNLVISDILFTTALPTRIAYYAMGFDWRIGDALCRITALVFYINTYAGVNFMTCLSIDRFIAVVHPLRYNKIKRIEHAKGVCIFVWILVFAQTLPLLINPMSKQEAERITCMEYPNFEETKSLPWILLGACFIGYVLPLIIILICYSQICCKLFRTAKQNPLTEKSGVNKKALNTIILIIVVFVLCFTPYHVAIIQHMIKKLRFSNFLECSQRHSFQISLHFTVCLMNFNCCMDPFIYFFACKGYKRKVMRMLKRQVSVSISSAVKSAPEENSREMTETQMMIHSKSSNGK
* hit, by the source's call.

CXCR6 block	EBI2 antag	Structure
0.8	4.2	CCOC(=O)C1=CC[C@@H](c2ccccc2)N(S(=O)(=O)c2ccc(C)cc2)[C@H]1c1ccc(CC)cc1
-2.8	2.0	CC(C)(C)S(=O)N1Cc2cc(C(=O)NCC(F)(F)F)nc(-c3cccc(-c4cccc(F)c4)c3)c2[C@H]1CCO (stereo not given in full)
4.1	3.6	CCCCCCn1c(=O)n2n(c1=O)C[C@]1(OC(=O)NCc3ccc(OC)c(OC)c3)CN(S(=O)(=O)c3ccc(C)cc3)C[C@]1(O)C2
3.7	51.8*	CCOc1ccc(CCN2C(=S)N([C@@H](CC(C)C)CN3CCC[C@@H]3CN3C(=S)NC[C@@H]3Cc3ccc(O)cc3)C[C@@H]2Cc2ccc(O)cc2)cc1
-0.1	1.9	CCOC(=O)C1CCCN(C(=O)c2ccc(SC(F)(F)F)cc2)CC1 (stereo not given)
-5.1	-13.7	CC(=O)Nc1ccc(-c2ccnc3c2CC(C)(C(=O)NCCc2ccccc2)O3)cc1 (stereo not given)
-12.6	-55.3	O=[N+]([O-])c1ccccc1S(=O)c1ccccc1[N+](=O)[O-]
0.9	-5.3	Cc1cc(C)nc(NS(=O)(=O)c2ccc(NC(=O)c3ccccc3Br)cc2)n1
5.6	16.1	O=C(c1cccc(Cl)c1)N1CCC(=O)N([C@H](COCc2cccc(Cl)c2)Cc2ccccc2)CC1
-1.1	0.6	C[C@@H]1CN([C@@H](C)CO)C(=O)CCCn2nncc2CO[C@H]1CN(C)Cc1cccc(O)c1
-3.5	-0.1	CC(C)OC(=O)N(C)C[C@@H]1OCc2cnnn2CCCC(=O)N([C@@H](C)CO)C[C@@H]1C
5.0	-9.7	CCOC(=O)c1c(NC(=O)COC(=O)c2cccc([N+](=O)[O-])c2)sc(C(=O)N(C)C)c1C
-0.3	16.0	COc1ccc(-c2cc(NC=O)c3ncc(-c4cccc(C(F)(F)F)c4)n3c2)c(OC)c1
3.5	7.3	COC(=O)c1ccc2nc(-c3ccco3)c(Cc3cccc(F)c3)n2c1
0.1	-1.3	O=C(Nc1ccc(N2CCOCC2)cc1)c1csc(COCCO)n1
3.2	2.9	CC(C)(C)NC(=O)C1(C)CCC(=O)N1CC(F)(F)F (stereo not given)
5.0	-6.0	CC(=O)OC[C@@H]1CN(Cc2ccccc2)C[C@H](n2ccc3c(N)ncnc32)O1
-3.1	-3.7	COc1ccc(CNC(=O)C[C@@H]2C[C@H]3c4cc(NC(=O)C5CCC5)ccc4O[C@H]3[C@@H](CO)O2)cc1
2.0	6.2	Clc1cccc(-c2ccc3nccn3c2)c1Cl
3.0	30.4	COCCNc1nc(Oc2ccc(NC(C)=O)cc2)c2sc(-c3ccccc3)cc2n1
8.2	1.5	O=C(Nc1ccccc1)c1cc(C2CCCN(C(=O)C3CC3)C2)on1 (stereo not given)
2.2	15.1	COc1ccc(OC)c(NC(=O)C2(C)CCN2C(=O)Cc2ccccc2)c1 (stereo not given)
-2.5	-2.8	Cc1ccc(S(=O)(=O)Nc2ccccn2)c(C)c1
-16.2	-6.1	O=P1(O)CC2=C(CC=CC2)C1
-5.8	1.6	CCCC(=O)N1CCCC(c2cc(C(=O)Nc3ccccc3)no2)C1 (stereo not given)

Ordered by the number under CXCR6 block (rising): some entries from above
CXCR6 block	EBI2 antag	Structure
-12.6	-55.3	O=[N+]([O-])c1ccccc1S(=O)c1ccccc1[N+](=O)[O-]
-5.1	-13.7	CC(=O)Nc1ccc(-c2ccnc3c2CC(C)(C(=O)NCCc2ccccc2)O3)cc1 (stereo not given)
-2.8	2.0	CC(C)(C)S(=O)N1Cc2cc(C(=O)NCC(F)(F)F)nc(-c3cccc(-c4cccc(F)c4)c3)c2[C@H]1CCO (stereo not given in full)
-2.5	-2.8	Cc1ccc(S(=O)(=O)Nc2ccccn2)c(C)c1
-1.1	0.6	C[C@@H]1CN([C@@H](C)CO)C(=O)CCCn2nncc2CO[C@H]1CN(C)Cc1cccc(O)c1
0.1	-1.3	O=C(Nc1ccc(N2CCOCC2)cc1)c1csc(COCCO)n1
3.2	2.9	CC(C)(C)NC(=O)C1(C)CCC(=O)N1CC(F)(F)F (stereo not given)

Other compounds.
CXCR6 block	EBI2 antag	Structure
-3.6	-6.1	COc1cc(C(=O)c2cc3c(cc2C)OCO3)cc(OC)c1OC
-15.4	-7.4	O=C1CCCN1CCCNc1nc(NCc2cccs2)nc2ccsc12
9.3	19.9	Cc1ccc(C(c2c(NC(=O)c3ccco3)sc(C)c2C)N2CCOCC2)cc1 (stereo not given)
-1.2	-7.4	FC(F)(F)C(F)(F)c1nc2nc(Cl)c(Cl)nc2[nH]1
9.9	15.8	O=C(Nc1ccc(F)c(Cl)c1)c1cc(C2CCCCN2C(=O)c2cccs2)on1 (stereo not given)
-5.7	-5.0	COc1cccc(OC)c1C(=O)NCc1ccco1
7.4	18.0	COC(=O)[C@@]1(Cc2ccc(F)cc2)[C@H]2c3cc(C(=O)N(C)C)n(Cc4ccsc4Br)c3C[C@H]2CN1C(=O)c1ccccc1
-3.7	-7.2	COc1cc(OC)cc(C2=Cc3ccccc3C(CC(C)=O)N2c2ccc(-c3cccs3)cc2)c1 (stereo not given)
0.4	-6.6	C[C@@H]1CCCCO[C@H](CN(C)C(=O)Nc2ccc(F)cc2)[C@@H](C)CN([C@H](C)CO)C(=O)c2cc(N(C)C)ccc2O1
0.7	-6.1	CC(C)CC(N)c1csc(Nc2cc(Oc3ccccc3)ncn2)n1 (stereo not given)
1.2	-9.7	CCc1nc2ccc(C(=O)N(C)CCN(C)C)cn2c1N(CC)CCOC
-6.4	8.2	CCCS(=O)(=O)NC(=O)C1(C)CCN(C(=O)c2cc(F)cc(F)c2)C1 (stereo not given)
-10.3	-10.8	COc1cccc(CN(C)C[C@H]2OCc3cnnn3CCCC(=O)N([C@@H](C)CO)C[C@@H]2C)c1
-10.5	-20.2	COc1ccc(CNC(=O)c2cccc3c(-c4cccc(C(N)=O)c4)coc23)cc1OC
-0.7	17.9	COc1ccc(-c2ccc3c(c2)c(Sc2ccccc2)c(-c2ccccc2)n3C)cn1
1.7	-10.9	C[C@@H]1CN([C@@H](C)CO)C(=O)CCCn2nncc2CO[C@H]1CN(C)C(=O)Nc1ccc(C(F)(F)F)cc1
12.5	20.4	Cc1ccc(Cc2c(-c3cccc(Cl)c3)nc3c(C)cc(Br)cn23)cc1
-4.7	-12.2	CCCCn1nnnc1C1(C)CCC(=O)N1CCc1ccc(OC)c(OC)c1 (stereo not given)
7.8	-5.5	COc1cc2ccccc2cc1C(=O)N/N=C/c1cccs1
1.2	13.3	COC(=O)[C@]12CCCCC=C1N(Cc1cccc3ccccc13)C(=O)[C@H](CC(=O)NCc1cccc3ccccc13)C2
3.0	-1.9	CCCCNC(=O)C[C@@H]1C[C@@]2(C(=O)OCC)CCCC=C2N(Cc2ccco2)C1=O
6.4	15.8	Oc1ccc(C[C@@H](CN2CCCC2CN2C(=S)NC[C@@H]2Cc2ccccc2)N2C[C@H](Cc3ccccc3)N(CC3CCCCC3)C2=S)cc1 (stereo not given in full)
-1.9	-5.0	Cc1noc(C)c1S(=O)(=O)N(C)C[C@H]1OCc2cn(nn2)CCCC(=O)N([C@@H](C)CO)C[C@@H]1C
-1.9	-1.3	COc1ccc(-c2noc(-c3csc([C@@H]4C[C@H](O)[C@@H](CO)O4)n3)n2)cc1OC
3.0	-7.4	C=CCSc1nc2c(N)ncnc2n1C1OC(CO)C(O)C1O (stereo not given)
4.0	1.9	CCOC(=O)C1(C)CCCCCN1C(=O)c1ccc(OC)cc1 (stereo not given)
-1.7	-2.7	c1ccc2c(C(c3nnnn3-c3ccc4c(c3)OCCO4)N3CCCC3)ccnc2c1 (stereo not given)
-0.5	-0.6	Cc1ccc(CN2CCC[C@]3(N[C@H](c4ccc(C)cc4)[C@@H]4C(=O)N(Cc5ccccc5)C(=O)[C@@H]43)C2=O)cc1
0.0	-11.6	O=C1CCC(=O)N1CCC(=O)N(C(=O)NC1CCCCC1)C1CCCCC1
5.4	-7.6	CC1=C(C(=O)N(C(C)C)C(C)C)CC(CC(=O)NCc2cccc3ccccc23)C(=O)N1CCCN1CCCC1=O (stereo not given)
6.7	-6.9	CC(C)NC(=O)C1(C)CCN1C(=O)C1(c2ccccc2)CC1 (stereo not given)
16.9	66.5*	CCOC(=O)C1=CCN(S(=O)(=O)c2ccccc2C)C1c1cccc(Br)c1 (stereo not given)
-2.6	-4.6	CC(=O)Nc1ccc(-c2ccnc3c2CC(C(=O)NCCC(F)(F)F)O3)cc1 (stereo not given)
-8.5	11.9	Cc1cccc(C(O)c2ncc(-c3ccc(Cl)cc3)[nH]2)c1C (stereo not given)
-11.2	-7.1	CCOC(=O)C1=C(COC(=O)c2cc([N+](=O)[O-])ccc2Cl)NC(=O)NC1C (stereo not given)
4.4	-3.1	C[C@H](CO)N1C[C@H](C)[C@@H](CN(C)S(=O)(=O)c2cn(C)cn2)Oc2ncc(Br)cc2C1=O
-11.7	-5.9	CC(OCC(O)CN1CCN(S(=O)(=O)c2ccc(Cl)cc2)CC1)c1ccc(Cl)cc1 (stereo not given)
-10.8	-15.8	C[C@H]1Cn2cnc(C(=O)Nc3ccc(CNC(=O)OC(C)(C)C)cc3)c2C(=O)N1
-0.9	4.0	O=C(Nc1ccc2c(c1)OCO2)C1Cc2c(-c3ccc4c(c3)OCO4)ccnc2O1 (stereo not given)
-2.9	-7.1	C[C@@H]1CN([C@@H](C)CO)C(=O)CCCn2nncc2CO[C@H]1CN(C)Cc1ccc(Cl)c(Cl)c1
0.5	14.5	COc1cc(Nc2ccn3nc(-c4ccc(F)cc4)cc3n2)cc(OC)c1OC
7.9	-2.3	CC[C@@H]1Cc2[nH][nH]c(=O)c2[C@@H](c2ccc(F)cc2)O1
2.0	-10.4	CCOC(=O)[C@@H](NC(=O)CC[C@H]1O[C@@H](n2cc(C)c(=O)[nH]c2=O)C[C@@H]1O)C(C)C
0.2	-3.3	CCNC(=O)C1(C)CCCN(C(=O)c2cc3ccccc3s2)C1 (stereo not given)
-6.3	10.4	C[C@@H]1CCCCO[C@@H](CN(C)Cc2ccc(Cl)c(Cl)c2)[C@@H](C)CN([C@H](C)CO)C(=O)c2cc(NC(=O)CCC(F)(F)F)ccc2O1
17.2	13.8	CCOC(=O)[C@]12CCC=C1N(Cc1ccc(Cl)cc1Cl)C(=O)[C@H](CC(=O)NCCc1ccccc1OC)C2
-10.8	1.5	O=C(NCCc1ccccc1)C1Cc2c(-c3ccccc3)ccnc2O1 (stereo not given)
-2.3	15.7	C[C@@H]1CN([C@@H](C)CO)C(=O)CCCn2nncc2CO[C@@H]1CN(C)S(=O)(=O)c1ccc(F)cc1
4.8	4.0	Cn1c(NCc2cccnc2)nc2cc(-c3ccc(F)cc3)sc2c1=O
-4.4	-1.6	CCOC(=O)N1CCN(C(=O)C[C@@H]2C[C@@]3(C(=O)OC)CCCCC=C3N(Cc3ccccc3)C2=O)CC1

The listing continues:
CXCR6 block	EBI2 antag	Structure
15.6	24.7	CC(=O)Nc1cc(-c2ccccc2F)cn2c(-c3ccccc3)cnc12
-8.1	-4.0	C[C@H]1COc2cccc(N3CCN(Cc4ccccc4F)CC3)c2S(=O)(=O)N1
-10.8	-0.4	OC(c1ccc(Cl)c(F)c1)c1ncc(-c2ccc(Cl)cc2)[nH]1 (stereo not given)
0.8	-1.8	CCc1nc2c(OCc3ccccc3)cccn2c1N(C)C(=O)COc1ccccc1
0.7	-10.6	COc1ccccc1CN(C)C[C@H]1OCc2cnnn2CCCC(=O)N([C@H](C)CO)C[C@@H]1C
-13.6	14.1	Cc1ccccc1-c1csc(C(O)c2cccc(Cl)c2)n1 (stereo not given)
-0.9	4.8	COc1cccc(Cn2cnc(-c3ccccc3OC)c2-c2cccnc2)c1
-8.4	-3.8	CCNC(=O)Nc1ccc2c(c1)c(=O)n(C)n2Cc1ccc(Cl)cc1
12.6	14.3	CCN(CC)S(=O)(=O)c1ccc(N2CCOCC2)c(NC(=O)c2nn(C(C)C)c(=O)c3ccccc23)c1
3.2	19.5	CC(=O)c1cccc(-c2cnc3c(NC=O)cc(-c4ccccc4Oc4ccccc4)cn23)c1
-0.8	-6.7	COc1ccccc1NC(=O)N(C)C[C@@H]1OCc2cn(nn2)CCCC(=O)N([C@@H](C)CO)C[C@H]1C
3.9	-0.6	COc1ccc(/C=C2/SC(=O)N(CCNC(=O)C3CC(=O)N(Cc4ccccc4)C3)C2=O)cc1 (stereo not given)
-6.7	-12.3	Cc1ccc(S(=O)(=O)N2[C@H](c3cccc(Cl)c3)CC(=O)[C@@H]3CN(S(=O)(=O)c4ccccc4C)[C@H](c4ccc(Cl)cc4)C[C@@H]32)cc1
4.0	-5.0	CCCNC(=O)c1cc(C2CCCCN2S(=O)(=O)c2ccccc2)on1 (stereo not given)
-7.0	6.7	COCCNC(=O)C1(C)CCCN(Cc2ccc(OCc3ccccc3)cc2)C1 (stereo not given)
3.3	-7.0	O=C(Nc1cccc(OC(F)(F)F)c1)[C@@H]1O[C@H](CO)[C@H](O)[C@H](O)[C@H]1O

Full records, quoted from the list:
COC(=O)[C@@]1(Cc2ccc(F)cc2)[C@H]2c3cc(C(=O)N(C)C)n(Cc4ccsc4Br)c3C[C@H]2CN1C(=O)c1ccccc1 in the list: CXCR6 block: 7.4; EBI2 antag: 18.0
CCc1nc2ccc(C(=O)N(C)CCN(C)C)cn2c1N(CC)CCOC in the list: CXCR6 block: 1.2; EBI2 antag: -9.7

The list is partial; rates above refer to the full screens.
